Screening results: PubChem, several laboratories
FBA Mtb inh: Mtb FBA enzyme inhibitors, primary screen, biochemical, fluorescence, strain H37Rv | Fructose-bisphosphate aldolase (Mycobacterium tuberculosis (strain ATCC 25618 / H37Rv)), … | inhibition, % at 1 µM | purified M. tuberculosis FBA, fluorescence read-out | 360,000 tested, 2.3% active | AID 588726, 2011; in the data active = inhibition above about 27%;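 note: 0% = vehicle and 100% = reference inhibitor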
Rv3671c inh: Rv3671c serine protease inhibitors, primary screen, biochemical, fluorescence polarization, M. tuberculosis H37Rv. P9WHR9. inhibition, % at 5.96 µM. 320,000 tested, 0.048% active; in the data active = inhibition above about 38%;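 note: extracellular domain of Rv3671c used as enzyme; 0% = enzyme with DMSO and 100% = no enzyme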
Target sequence (P9WHR9 whole entry, looked up, the tested form may be a part): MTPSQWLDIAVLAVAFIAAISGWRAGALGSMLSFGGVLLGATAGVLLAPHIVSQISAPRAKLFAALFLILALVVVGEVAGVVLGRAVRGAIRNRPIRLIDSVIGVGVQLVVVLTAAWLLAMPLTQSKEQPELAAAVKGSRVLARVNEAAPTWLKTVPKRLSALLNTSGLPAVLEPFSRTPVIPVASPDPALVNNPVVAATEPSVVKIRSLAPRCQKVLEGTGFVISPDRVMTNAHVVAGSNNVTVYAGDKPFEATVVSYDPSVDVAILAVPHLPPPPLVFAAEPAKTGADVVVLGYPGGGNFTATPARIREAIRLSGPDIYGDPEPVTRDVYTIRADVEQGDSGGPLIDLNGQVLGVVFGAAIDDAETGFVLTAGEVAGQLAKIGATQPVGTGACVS
FadD28 binding: inhibitors of FadD28 bisubstrate probe binding, primary screen, biochemical, fluorescence polarization, single point | Mycobacterium tuberculosis FadD28 fatty-acid-AMP ligase | inhibition, % at 12.5 µM | 360,000 tested, 0.22% active | AID 588549, 2011; in the data active = inhibition above about 8.5%, passing the limit was not always enough; inconclusive = no clear call, values can overlap the other calls
GDH-TPI counter: GDH-TPI coupling enzyme inhibitors, primary screen, artefact control for M. tuberculosis FBA inhibitor project, biochemical, absorbance, full deck; inhibition, % at 4.8 µM; GDH-TPI coupled enzyme counterscreen, NADH absorbance; AID 588335, 2011; 360,000 tested, 1.2% active; in the data active = inhibition above about 30%;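 note: 0% = DMSO wells and 100% = wells lacking the enzyme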
Mtb UGM inh: M. tuberculosis UGM enzyme inhibitors, primary screen, biochemical, fluorescence polarization, single point | UDP-galactopyranose mutase (Mycobacterium tuberculosis (strain ATCC 25618 / H37Rv)), … | inhibition, % at 10 µM | 320,000 tested, 0.06% active | AID 504406, 2011 | purified UGM, fluorescence polarization probe displacement; in the data active = inhibition above about 10%, passing the limit was not always enough; inconclusive = no clear call, values can overlap the other calls
Target sequence (P9WIQ1 whole entry, looked up): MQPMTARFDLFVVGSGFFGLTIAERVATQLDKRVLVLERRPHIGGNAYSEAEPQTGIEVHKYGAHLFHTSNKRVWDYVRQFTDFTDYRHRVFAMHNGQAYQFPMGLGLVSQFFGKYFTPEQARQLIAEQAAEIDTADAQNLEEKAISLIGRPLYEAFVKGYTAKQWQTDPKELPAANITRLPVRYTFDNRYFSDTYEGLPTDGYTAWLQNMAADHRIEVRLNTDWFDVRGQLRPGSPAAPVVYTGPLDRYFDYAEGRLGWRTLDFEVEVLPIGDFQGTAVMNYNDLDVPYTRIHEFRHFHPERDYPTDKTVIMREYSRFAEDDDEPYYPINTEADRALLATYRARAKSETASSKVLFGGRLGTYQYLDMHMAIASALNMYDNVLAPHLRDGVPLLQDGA
BoNT F protease: BoNT/F light chain protease inhibitors, primary screen, biochemical, flow cytometry, MLPCN library | Botulinum neurotoxin type F light chain protease (Clostridium botulinum) | inhibition, % at 10 µM | Multiplex microsphere protease cleavage assay | 360,000 tested, 0.22% active | AID 588497, 2011; in the data active = inhibition above about 35%, passing the limit was not always enough; inconclusive = no clear call, values can overlap the other calls; note: plate controls were buffer without enzyme for full effect and enzyme alone for no effect
Mtb BioA inh: M. tuberculosis BioA enzyme inhibitors, primary screen, biochemical, plate reader, single point, HTS; 7,8-diaminopelargonic acid synthase BioA (Mycobacterium tuberculosis); purified M. tuberculosis BioA enzyme; inhibition, % at 9.99 µM; 360,000 tested, 0.096% active; AID 602481, 2012; in the data active = inhibition above about 40%; inconclusive = no clear call, values can overlap the other calls
MazEF act: activators of E. coli MazEF toxin-antitoxin RNase, primary screen, biochemical, fluorescence, uHTS. FAM/BHQ RNA-DNA oligo cleavage fluorescence, 5 h. 350,000 tested, 0.32% active. activation, % at 20 µM. Endoribonuclease toxin MazF (Escherichia coli (strain K12)), P0AE70; in the data active = activation above about 50%
Target sequence (P0AE70 whole entry, looked up): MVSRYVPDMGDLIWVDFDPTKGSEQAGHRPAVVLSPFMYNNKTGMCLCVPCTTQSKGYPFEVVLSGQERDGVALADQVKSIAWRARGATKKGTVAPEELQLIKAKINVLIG
PrPC surface inh: inhibitors of human cell surface prion protein PrPC, primary screen, cell-based, TR-FRET; AID 720596, 2013; Major prion protein (Homo sapiens), P04156; TR-FRET read-out; inhibition, % at 13.8 µM; 370,000 tested, 0.43% active; in the data active = inhibition above about 24%; note: 0% = median of the test wells and 100% = reference compound wells
Numbers without * were called inactive; ? = inconclusive; . = not tested or not shown.

(1) COc1cccc(-n2c(N)c(-c3nc4ccccc4[nH]3)sc2=S)c1
(2) Cc1cc(Br)c2c(c1)C1(OCCO1)C(=O)N2
(3) CCN1CCN(C(=O)c2ccc3c(Cl)c4c(nc3c2)CCCC4)CC1
(4) CCOc1cc(C)nc(N2CCC(C(=O)NC3CC3)CC2)n1
(5) O=c1[nH]c(=O)n(C2CCCCC2)c(O)c1C=Nc1ccc(N2CCOCC2)cc1
(6) [O-][n+]1onc2c3ccnnc3ccc21
(7) Cc1ccc(S(=O)(=O)/N=C2/C=C(C3C(=O)CC(C)(C)CC3=O)C(=O)c3ccccc32)cc1
(8) CCOC(=O)C1(Cc2ccc(OC)cc2)CCN(C(=O)C2=CCCC2)CC1
(9) C#CCN1C(=O)C(O)(CC(=O)c2ccc(OC)c(OC)c2)c2ccccc21 (stereo unspecified)
(10) O=C(NCC1CCCO1)c1coc2nc3ccccc3nc12 (stereo unspecified)

Screen / compound no.,1,2,3,4,5,6,7,8,9,10
FBA Mtb inh,-2,0,2,1,-2,0,1,4,-1,126*
Rv3671c inh,12,7,-5,.,4,-3,-38,5,2,-9
FadD28 binding,2.3,-4.0,-3.0,0.1,-1.4,-3.5,0.2,-0.3,-3.6,-1.2
GDH-TPI counter,3,5,-3,16,6,-1,5,1,-3,9
Mtb UGM inh,-2.6,2.1,1.2,.,3.5,0.3,4.3,-3.1,0.6,1.7
BoNT F protease,0,?,17,0,6,0,.,-8,2,2
Mtb BioA inh,.,-1.8,0.1,-1.5,-0.9,0.4,.,0.2,0.8,1.2
MazEF act,-2,1,9,-21,4,-7,-4,1,1,-35
PrPC surface inh,9,-2,2,-1,-2,-24,-4,9,-10,-8

(11) COc1ccc(-n2nc3c(c2NC(=O)C2CC2)CS(=O)C3)cc1 (stereo unspecified)
(12) Cc1ccccc1CSCCNC(=O)CN(c1ccc2c(c1)OCO2)S(C)(=O)=O
(13) Cc1nn(-c2ccccc2)cc1/C=N/NC(=O)c1cccs1
(14) COn1c2c(c3c4no[n+]([O-])c4ccc31)CCCC2
(15) CCC(=O)Nc1ccc(NC(=O)c2c(C)nc3ccccn23)cc1
(16) COc1ccc(C2NC(=O)NC(O)(C(F)(F)F)C2C(=O)c2ccccc2)cc1OC (stereo unspecified)
(17) O=C(CNc1ccccc1Cl)Nc1cc(S(=O)(=O)N2CCOCC2)ccc1Cl
(18) CNC(=O)NC(=O)C(OC(=O)c1cccc(S(=O)(=O)N2CCCCC2)c1)c1ccccc1 (stereo unspecified)
(19) O=C(CSc1nc2ccccc2c(=O)n1C1CC1)NCc1ccccc1
(20) COc1ccc(NS(=O)(=O)c2cc(C)ccc2C)cc1

Screen / compound no.,11,12,13,14,15,16,17,18,19,20
FBA Mtb inh,3,4,-3,1,2,-3,-4,0,1,5
Rv3671c inh,-2,-1,3,4,-1,-6,-1,3,1,-3
FadD28 binding,0.9,-1.7,-1.9,-0.2,0.8,0.2,-2.8,-1.6,-5.3,-3.3
GDH-TPI counter,13,-4,17,0,7,-6,-9,1,4,-1
Mtb UGM inh,0.1,3.0,-1.3,0.8,2.1,-0.3,-2.1,-0.6,-0.3,4.5
BoNT F protease,-2,-3,?,2,-3,-8,2,-3,-13,-16
Mtb BioA inh,-0.3,2.9,.,-0.6,-0.8,-1.0,1.8,.,1.3,-0.1
MazEF act,6,0,5,2,3,5,0,-3,-4,-9
PrPC surface inh,-5,6,8,-3,4,0,2,0,2,4

Part of the list above in order of formula weight, ascending:
(13) Cc1nn(-c2ccccc2)cc1/C=N/NC(=O)c1cccs1
(11) COc1ccc(-n2nc3c(c2NC(=O)C2CC2)CS(=O)C3)cc1 (stereo unspecified)
(19) O=C(CSc1nc2ccccc2c(=O)n1C1CC1)NCc1ccccc1

Screen / compound no.,13,11,19
FBA Mtb inh,-3,3,1
Rv3671c inh,3,-2,1
FadD28 binding,-1.9,0.9,-5.3
GDH-TPI counter,17,13,4
Mtb UGM inh,-1.3,0.1,-0.3
BoNT F protease,?,-2,-13
Mtb BioA inh,.,-0.3,1.3
MazEF act,5,6,-4
PrPC surface inh,8,-5,2

Continued.
(21) COc1ccccc1CNC(=O)CN1C(=O)NC2(CCOc3ccccc32)C1=O (stereo unspecified)
(22) COc1ccc(S(=O)(=O)N2CCCC(C(=O)N3CCN(c4ccccc4)CC3)C2)cc1Cl (stereo unspecified)
(23) O=C(COC(=O)CNC(=O)c1ccccc1)NCCNC(=O)COC(=O)CNC(=O)c1ccccc1
(24) O=[N+]([O-])c1ccc(CN2CC(N3CCCC3)CS2(=O)=O)cc1 (stereo unspecified)
(25) C[C@H](NC(=O)c1ccccc1Cl)C(=O)OCc1cn2cc(Cl)ccc2n1
(26) O=C(COC(=O)c1ccc([N+](=O)[O-])o1)NCc1ccc2c(c1)OCO2
(27) CCCS(=O)(=O)NC(=O)C1(C)CCCN(C(=O)c2cc(F)cc(F)c2)C1 (stereo unspecified)
(28) O=P(NC1CCCCC1)(Oc1ccccc1)Oc1ccccc1
(29) O=C(NNS(=O)(=O)c1ccc(F)cc1)C1CCN(S(=O)(=O)c2ccccc2)CC1
(30) Cc1ccc([C@H]2C(C#N)=C(N)Oc3cc(C)oc(=O)c32)o1

Screen / compound no.,21,22,23,24,25,26,27,28,29,30
FBA Mtb inh,0,-1,0,0,0,-2,-5,0,0,0
Rv3671c inh,-6,0,-6,.,3,-25,.,.,-5,-1
FadD28 binding,-2.5,-0.6,-2.3,-0.3,-0.6,-3.1,-3.2,-3.5,0.3,-2.4
GDH-TPI counter,-1,2,-5,0,-9,7,2,-6,1,2
Mtb UGM inh,0.8,-1.7,-2.7,.,0.4,2.7,.,.,2.0,4.2
BoNT F protease,.,-4,-5,4,0,-5,-2,0,2,-6
Mtb BioA inh,-0.4,1.1,-0.6,-0.3,0.4,-1.4,-1.2,-0.6,.,.
MazEF act,5,3,2,4,11,0,.,9,5,3
PrPC surface inh,-5,13,4,2,-1,-36,5,0,-1,-5

(31) O=C(c1ccccc1)C1CCCN(Cc2nc(-c3cnccn3)no2)C1 (stereo unspecified)
(32) CCCn1nc(C(=O)NNC(=O)CCOc2ccccc2OCC)c2ccccc2c1=O
(33) CC1CCCN(c2ccc([N+](=O)[O-])cc2C(=O)c2ccccc2)C1 (stereo unspecified)
(34) COc1ccc(OC)c(CN2CCSCC2)c1
(35) Cn1c(Cn2c(=O)sc3ccccc32)nnc1SCC(=O)NCc1ccccc1
(36) COC(=O)C1=C(N)Oc2cc(C)n(Cc3cccnc3)c(=O)c2C1c1ccccc1OC (stereo unspecified)
(37) O=C(CCc1c[nH]c2ccccc12)N[C@@H](Cc1c[nH]c2ccc(O)cc12)C(=O)O
(38) Cc1ccc(-n2ncc3c(=O)n(Cc4ccccn4)cnc32)cc1C
(39) Cc1nn(-c2ccccc2)c(C)c1C(=O)OC(C)C(=O)NC1CCCCC1 (stereo unspecified)
(40) COc1ccc(CC(=O)NNC(=O)CCc2ccccc2)cc1

Screen / compound no.,31,32,33,34,35,36,37,38,39,40
FBA Mtb inh,-1,1,-7,-4,0,2,5,1,0,4
Rv3671c inh,0,0,6,.,-13,8,-1,2,-2,5
FadD28 binding,-2.6,-4.2,-7.0,-5.1,-2.6,0.0,1.7,-1.0,-0.3,-1.8
GDH-TPI counter,10,-1,10,-2,3,-2,3,-11,4,10
Mtb UGM inh,0.4,-4.6,-0.7,2.6,4.8,-0.2,-0.6,2.0,-0.4,1.1
BoNT F protease,-8,-10,-6,15,-6,-10,-31,16,2,-3
Mtb BioA inh,.,.,.,-0.4,-0.1,.,1.0,.,9.8,.
MazEF act,28,4,0,8,7,7,10,-4,1,3
PrPC surface inh,3,5,7,-10,-4,3,10,-4,2,-3

(41) COC(=O)C1C(=O)C2=C(CC1C)NC(=O)CC2c1ccc(O)c(OC)c1 (stereo unspecified)
(42) CCSc1nc(N)c2c(C)c(C)sc2n1
(43) CC(C)(C)Nc1nc(NC(C)(C)C)nc(-n2ccnc2)n1
(44) Cc1cccc(OCCCC(=O)Nc2ccc(N(C)C)cc2)c1
(45) CN(C)c1ccc(NC(=S)N2CCN(c3ncc(C(F)(F)F)cc3Cl)CC2)cc1
(46) NC(=O)COC(=O)CCSc1ccc(Cl)cc1
(47) Cc1cc(C(=O)NNc2ccc(C(C)C)cc2)n(C(C)(C)C)n1
(48) COC(=O)C[C@H]1c2cc(F)ccc2S(=O)(=O)N1C(C)C
(49) O=C(CN1C(=O)NC2(CCc3ccccc32)C1=O)Nc1c(Cl)cccc1Cl (stereo unspecified)
(50) CCCCC(C(=O)N/N=C/c1ccccn1)C(=O)N/N=C/c1ccccn1

Screen / compound no.,41,42,43,44,45,46,47,48,49,50
FBA Mtb inh,2,2,0,5,1,7,0,-3,4,0
Rv3671c inh,7,0,1,-5,-6,-1,3,-2,12,-7
FadD28 binding,0.5,0.2,-3.7,-1.0,-3.4,-1.0,-1.2,-2.2,-1.0,0.4
GDH-TPI counter,8,1,0,3,16,0,8,-2,-2,2
Mtb UGM inh,-0.9,1.3,-0.7,-1.1,-0.5,-1.8,3.4,-2.6,-0.2,-1.3
BoNT F protease,-7,10,-2,-38,-4,1,-2,1,-2,?
Mtb BioA inh,-0.8,.,0.9,.,.,.,.,0.1,-0.7,-2.0
MazEF act,0,2,1,-6,4,-25,7,2,3,-1
PrPC surface inh,-3,6,4,-1,6,2,3,1,-3,1

In the list so far, these contain a tert-butyl group.
(43) CC(C)(C)Nc1nc(NC(C)(C)C)nc(-n2ccnc2)n1
(47) Cc1cc(C(=O)NNc2ccc(C(C)C)cc2)n(C(C)(C)C)n1

Screen / compound no.,43,47
FBA Mtb inh,0,0
Rv3671c inh,1,3
FadD28 binding,-3.7,-1.2
GDH-TPI counter,0,8
Mtb UGM inh,-0.7,3.4
BoNT F protease,-2,-2
Mtb BioA inh,0.9,.
MazEF act,1,7
PrPC surface inh,4,3

The results go on.
(51) S=c1[nH]nc(-c2ccc(Cl)cc2)n1Cc1ccccc1
(52) COc1cc(NC(=S)N2CCN(S(=O)(=O)c3ccc(F)cc3)CC2)cc(OC)c1
(53) COC(=O)C(Cc1ccccc1)NC(=O)CSc1nc(N)cc(=O)[nH]1 (stereo unspecified)
(54) COc1ccc(S(=O)(=O)NCC(=O)N(CC(=O)NCc2ccco2)Cc2ccccc2)cc1
(55) Cc1cc(C)nc(N2CCC(C(=O)O)CC2)n1
(56) O=C(COc1ccccc1)c1cn(CC(=O)N2CCOCC2)c2ccccc12
(57) COc1ccc(Br)cc1/C=N/n1nnnc1N
(58) Cc1ccc(-n2nnnc2SCC(=O)N2CCN(C(=O)c3ccco3)CC2)c(C)c1
(59) CCOC(=O)c1[nH]c(C)c(C(=O)NC)c1C
(60) CCOC(=O)c1c(-c2ccccc2)nc2c(C)cccn12

Screen / compound no.,51,52,53,54,55,56,57,58,59,60
FBA Mtb inh,13,3,1,0,6,-2,3,0,0,1
Rv3671c inh,-3,.,-1,-1,5,-2,-7,2,.,-1
FadD28 binding,4.5,-2.7,-5.5,0.4,-1.8,-2.5,1.4,-3.2,0.8,-5.4
GDH-TPI counter,2,10,-6,5,1,-6,10,0,0,0
Mtb UGM inh,0.5,1.0,0.9,0.0,-0.5,1.3,-1.1,1.4,.,3.6
BoNT F protease,-6,5,10,-3,-2,0,-10,-4,-5,4
Mtb BioA inh,5.0,-4.0,-0.4,-0.2,.,-0.6,0.7,1.8,-1.7,-2.5
MazEF act,-8,0,-1,15,-13,1,4,8,0,4
PrPC surface inh,5,1,1,6,-5,4,-7,-14,1,-3
